Assay outcomes (PubChem)
hcGAS lum – inhibitors of human cGAS | recombinant h-cGAS, ATP depletion, Kinase-Glo luminescence | Q8N884 | inhibition, % at 12.5 µM | hit rate 0.081% among 290,000 | AID 1259398;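 note: 0% = vehicle reaction and 100% = reaction without DNA for no activity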
Target sequence (Q8N884 whole entry, looked up): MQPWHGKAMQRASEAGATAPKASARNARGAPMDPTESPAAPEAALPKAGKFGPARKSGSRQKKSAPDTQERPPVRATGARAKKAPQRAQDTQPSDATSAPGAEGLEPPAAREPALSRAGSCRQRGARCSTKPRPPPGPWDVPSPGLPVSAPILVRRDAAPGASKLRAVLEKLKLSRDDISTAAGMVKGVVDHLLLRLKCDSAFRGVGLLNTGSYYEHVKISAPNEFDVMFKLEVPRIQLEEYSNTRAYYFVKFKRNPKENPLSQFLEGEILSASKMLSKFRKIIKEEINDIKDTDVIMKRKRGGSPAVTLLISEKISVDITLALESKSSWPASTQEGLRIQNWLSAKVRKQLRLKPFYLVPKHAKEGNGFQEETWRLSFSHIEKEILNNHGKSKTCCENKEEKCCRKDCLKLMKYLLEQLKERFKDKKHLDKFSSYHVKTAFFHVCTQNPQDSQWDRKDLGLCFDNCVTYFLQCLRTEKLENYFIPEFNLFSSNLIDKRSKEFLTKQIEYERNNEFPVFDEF
mcGAS lum – mouse cGAS inhibition by luminescence. hit rate 0.15% among 160,000. recombinant cGAS, Kinase-Glo ATP depletion luminescence. inhibition, % at 12.5 µM;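 note: 0% = negative control wells and 100% = reference inhibitor with no enzyme activity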
NPYLR7 ag – activates Aedes aegypti NPYLR7 receptor. AID 1259423. activation, % at 10 µM. hit rate 0.15% among 270,000. HEK293T NPYLR7/Galpha15, GCaMP6s calcium fluorescence; in the data active = activation above about 40%;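 note: 0% = vehicle and 100% = reference agonist at the receptor; some compounds past the cut are filed as inactive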
* marks the source's active call; other numbers are inactive results; · = no result given; & = joins results of further samples. Cut-off read from the data, not from the text of the source, unless noted: active = inhibition above about 40%; inactive = the rest. Compounds were not picked by outcome. About 0.29% of those tested had a hit in this group.

Every second line gives: mcGAS lum, NPYLR7 ag, hcGAS lum
> CCOC(=O)c1nn(-c2ccc(C)cc2)c(=O)cc1OS(=O)(=O)c1ccccc1
→ -8.0, -1.3, -11.2
> CCCCN(Cc1cccn1Cc1cccc(C)c1)C(=O)CN(C(=O)c1ccc(F)cc1)C(C)C
→ -7.4, -0.2, -4.8
> Cc1cn2c(/C=C/C(=O)N3Cc4ccccc4CC3C(N)=O)c(C)nc2s1 (centres undefined)
→ ·, 3.8, -5.8
> CCOCCCNC(=O)c1cc(NC(=O)Cc2ccc(OC)cc2)ccc1N1CCN(c2ccccc2OC)CC1
→ -4.5, -4.1, -11.9
> CC(C)CC(=O)NC(C(=O)N1CCCCC1)C1CCN(C(=O)c2cccc(F)c2)CC1 (centres undefined)
→ -3.8, -5.5, -1.8
> COCOc1cccc(CN2CCC2(C)C(=O)Nc2ccc(OC)c(OC)c2)c1 (centres undefined)
→ ·, 4.3, -9.6
> COCc1nc2c([nH]1)c(=O)n(C)c(=O)n2CC(C)C
→ -4.0, -11.1&6.5, 2.2&-8.0
> CCOC(=O)C1CCN(C(c2ccc(C(C)C)cc2)C2Sc3nc(C)nn3C2=O)CC1 (centres undefined)
→ ·, 4.4, -4.6
> COCCN(CC(=O)N(CCc1c[nH]c2ccccc12)Cc1ccccc1OC)C(=O)Nc1ccc(Cl)cc1
→ -2.8, 9.8, -1.1
> Cc1cc(C)cc(-n2c(SCC(=O)N3CCc4ccccc43)nc3c(c2=O)SCC3)c1
→ 2.5, -8.0, 2.2
> COc1cccc(CN2CCCC(O)(CN3CCn4cccc4C3)C2=O)c1OC (centres undefined)
→ -7.8, 13.9, -3.2
> O=C(Cc1ccc(O)c(Cl)c1)NCc1cccnc1N1CCCCCCC1
→ ·, -2.4, -0.1
> COC(=O)c1ccc(Oc2nc(NC(C)(C)C)nc(SC)n2)cc1
→ -1.8, -8.9, -2.7
> O=C(COc1ccccc1Cc1ccccc1)Nn1cnnc1
→ ·, 0.3, -9.3
> S=c1oc(-c2ccc(Br)cc2)nn1CN1CCOCC1
→ ·, 2.7, -5.4
> O=C(NCC(=O)N1CCCC1)Nc1ccccc1I
→ ·, 2.3, 4.8
> S=c1[nH]nc(-c2ccc3c(c2)OCO3)n1-c1ccccc1
→ ·, -3.7, -0.6
> CN1CCN(C(CNS(=O)(=O)c2cccc(Cl)c2)c2cccn2C)CC1 (centres undefined)
→ ·, 12.9, -0.1
> Cc1cc(C(=O)CSc2nnc(-c3ccco3)o2)c(C)n1CC(F)(F)F
→ ·, 9.7, -5.2
> Cc1nc(C(F)(F)F)ccc1C(=O)Nc1cccc(-c2cccc(-c3ccc(F)cc3)n2)c1
→ 1.2, -7.4, 3.7
> CCNC1CN(CCCOC)S(=O)(=O)c2sc(S(N)(=O)=O)cc21 (centres undefined)
→ ·, 4.3, -4.9
> O=C(c1cc(=O)c2ccccc2o1)N1CCc2ccccc21
→ -9.0, -3.5, -4.7
> Cc1cc(C(=O)Nc2ccc(NC(=O)CN(C)C3CCCC3)cc2)co1
→ -11.6, 2.7, -4.3
> Cc1ccc(C)c(NC(=O)CSc2nc(=O)n(Cc3ccncc3)c3c2CCCC3)c1
→ -12.2, -2.0, -6.0
> CCCCC(=O)N=c1sc2cc(Br)ccc2n1C
→ -7.2, -3.1, -5.6
> O=C(CNC(=O)c1cccc(F)c1)N=Nc1c(O)[nH]c2ccc([N+](=O)[O-])cc12
→ -7.5, -10.7, 2.6
> Cc1ccc(-c2csc(-n3[nH]c(C)c(N=Nc4ccc(S(N)(=O)=O)cc4)c3=O)n2)cc1
→ -6.7, 14.6, -8.7
> Cc1nc(N(C)C)nc(-c2cccc(-c3ccn(CCCF)n3)c2)c1C
→ ·, 1.6, -5.4
> COc1cc(-c2nc3cc(C)ccn3c2NC(C)(C)CC(C)(C)C)ccc1OC(=O)c1ccc(Cl)cc1
→ -7.6&-6.0, 5.2, -5.1&-4.4
> COc1ccc(N=Cc2ccc3c(c2)OCCO3)cc1
→ ·, 5.7, -3.5

Profiles from above.
Entry for `COCOc1cccc(CN2CCC2(C)C(=O)Nc2ccc(OC)c(OC)c2)c1` (centres undefined) → mcGAS lum: ·; NPYLR7 ag: 4.3; hcGAS lum: -9.6
Entry for `CC(C)CC(=O)NC(C(=O)N1CCCCC1)C1CCN(C(=O)c2cccc(F)c2)CC1` (centres undefined) → mcGAS lum: -3.8; NPYLR7 ag: -5.5; hcGAS lum: -1.8

Next structures:
Every second line gives: mcGAS lum, NPYLR7 ag, hcGAS lum
> CCOC(=O)c1cc(=O)c2ccccc2[nH]1
→ -7.7, 3.5, -5.2
> COc1ccc(C)cc1C(=O)Nc1ccc(N2CCCCC2)nc1
→ ·, 2.0, -8.0
> CC(C(=O)N(C)C1CCS(=O)(=O)C1)N(C)CCOc1ccccc1Cl (centres undefined)
→ ·, -1.1, -4.3
> CCn1c(SCc2c(Cl)cccc2Cl)nnc1-c1c2c(nc3ccccc13)CCC2
→ -4.9, -7.9, -4.8
> CCOC(=O)C1=C(C)N=c2s/c(=C/C=C/c3ccccc3)c(=O)n2C1c1ccc(C)cc1 (centres undefined)
→ ·, -0.9, -4.8
> c1ccc(-c2cc(N3CCN(Cc4ccc5c(c4)OCO5)CC3)n3ncnc3n2)cc1
→ -5.0, ·, -0.3
> S=C1NC2(CCCCC2)N=C1c1ccc(Cl)cc1
→ ·, 12.9, -8.9
> COC(=O)[C@@H]1C[C@H](NC(=O)Cc2coc3cc(C)c(Cl)cc23)CN1C
→ ·, 14.1, -2.6
> CSc1ccc(OCC(=O)Nc2ccccc2S(C)(=O)=O)cc1
→ -3.7, -4.1, 2.7
> COc1ccc(-n2c(SCCCCC(=O)N3CCN(C(=O)c4ccccc4Cl)C(C)C3)nnc2-c2ccccc2)cc1 (centres undefined)
→ -1.8, -0.8, 3.4
> CCn1c(C)c(C(=O)CN(CC2CCCO2)C(=O)C(C)(C)CCl)c(C)c1C(=O)OC (centres undefined)
→ -5.6, -5.4, -5.3
> Cc1cc(-n2c(C)cc(C(=O)COC(=O)c3ncc(Cl)c(Cl)c3Cl)c2C)no1
→ ·, -5.7, -5.4
> CC(=O)c1ccc(-c2nnc(CCC(=O)N3CC4C[C@@H]5CC3C[C@H](C4)C5)o2)s1
→ -12.1, 4.7, -12.9
> O=C(CN1CCOCC1)N1N=C(c2ccccc2Cl)CC1c1ccc2c(c1)OCO2 (centres undefined)
→ -4.0, -2.9, -2.5
> COc1ccc(OCC(=O)Nc2nc(C)c(C)s2)cc1
→ -3.6, -9.9, -4.2
> Cc1cccc(Sc2nccn(C)c2=O)c1
→ -12.9, 6.8, -13.1
> CC/C=C(/C)C(=O)N1CCN(C(=O)/C(C)=C/CC)C(C(=O)N(C)C)C1 (centres undefined)
→ ·, 1.8, -6.4
> COCC1CN(C(=O)Nc2cc(Cl)ccc2F)CCO1 (centres undefined)
→ -4.8, 7.7, -1.7
> COc1ccc(C2=NC(=Cc3ccc(F)c(F)c3)C(=O)O2)cc1
→ ·, 16.8, -8.3
> CCCCNC(=O)C1(C)CCCCCN1Cc1cccc2c(OC)cc(C(=O)OCC)cc12 (centres undefined)
→ ·, 3.2, -5.1
> CCCC(=O)N1CC2(C)CN(C(=O)CCC)CC(CCC)(C1)C2=O
→ ·, 5.1, -9.9
> CCCC1CCc2c(sc(=O)n2CC(N)=O)C1 (centres undefined)
→ ·, 0.7, -12.4
> CCCN1CCC(N(C)C(=O)Nc2ccccc2F)CC1
→ ·, 23.1, -4.6
> CCSc1nc2nc3c(cn2n1)C(=O)CCC3
→ -5.8, 1.5, -9.7
> COC(=O)C(CCSC)NC(=O)c1cc(COc2ccc3sc(C)nc3c2)on1 (centres undefined)
→ ·, 0.5, -5.1
> Cc1ccccc1S(=O)(=O)N1CCN(CCCOC(c2ccc(Cl)cc2)c2ccc(Cl)cc2)CC1
→ -8.2, 2.5, -8.9
> O=C(c1cccs1)N(CCCN1CCOCC1)c1nc2c(F)cccc2s1
→ -11.1, -1.5, -6.0
> O=C(CCN(CCCN1CCOCC1)c1nc(C2CC2)nc2ccccc12)NC1CC1
→ -4.4, 13.4, -0.3
> CN(Cc1ccccc1)c1ncccc1CNC(=O)c1ccc(=O)n(C)c1
→ ·, -0.1, 1.2
> O=C(c1ccc(CSc2nnc(-c3ccncc3)n2-c2ccc(F)cc2)cc1)N1CCN(c2ccccc2F)CC1
→ -1.4, -9.9, 6.7
> CC(NC(=O)c1ccco1)c1nc2ccccc2n1CCc1ccccc1 (centres undefined)
→ -8.9, -1.8, -7.0
> O=C(Nc1nnc(-c2ccc3c(c2)OCO3)s1)c1ccco1
→ -0.2, 5.6, 3.2
> Cc1cc(C)c(CN(C)C(C)C(=O)N(C)C)c(-n2cccn2)c1 (centres undefined)
→ -16.7, -2.8, -5.2
> COc1ccc(C(=O)N2CCC(c3ccc(F)cc3)C2)cc1OC1CCN(C(C)C)CC1 (centres undefined)
→ ·, 0.0&7.8, 0.8&-3.8
> COc1ccc(-c2nnc(SC(C)c3ccccc3)o2)cc1OC (centres undefined)
→ ·, 10.6, -9.1
> NC(=O)C1CCCN(C(=O)c2ccc(-c3cccc(C(F)(F)F)c3)o2)C1 (centres undefined)
→ ·, 5.6, -13.8
> Cn1c(=O)c2c(SCc3cccnc3)nc(-c3ccccc3)nc2n(C)c1=O
→ ·, 7.2, -5.8
> COC(=O)c1c(NC(=O)COc2ccccc2OC)sc(C)c1C
→ ·, -7.3, -2.2
> Cc1cccc(OCC(=O)N(C)C(C)c2ccccn2)c1 (centres undefined)
→ ·, 2.7, -5.1
> COc1ccc(CCN(Cc2sccc2C)C(=O)CN(CCN2CCCC2)C(=O)C2CCC2)cc1OC
→ 0.4, -6.2, 5.9
> CC(CCc1cccc(F)c1)NC(=O)NCC(C)(O)c1cnn(C)c1 (centres undefined)
→ ·, -0.8, 5.2
> COc1ccc(C2CC(=O)C3=C(C2)N=C(C)C(C(=O)OC(C)C)C3c2ccc(OCc3ccccc3)cc2)cc1 (centres undefined)
→ -6.4, -1.1, -4.1
> CCCCC(=O)Nc1ccc(Cl)c2ncccc12
→ -2.8, 0.4, 6.9
> COc1ccc(-c2c(C)[nH]n3c(=O)cc(CSc4nccc(C)n4)nc23)cc1
→ ·, -18.4, -3.9
> CN(c1ccccc1)N1CC(C(=O)NC2Cc3ccccc3C2)CC1=O (centres undefined)
→ 0.1, -20.6, -1.0

Shown with tabs: entries from further up
molecule	mcGAS lum	NPYLR7 ag	hcGAS lum
COC(=O)C(CCSC)NC(=O)c1cc(COc2ccc3sc(C)nc3c2)on1 (centres undefined)	·	0.5	-5.1
O=C(c1cccs1)N(CCCN1CCOCC1)c1nc2c(F)cccc2s1	-11.1	-1.5	-6.0

The listing continues.
Every second line gives: mcGAS lum, NPYLR7 ag, hcGAS lum
> COc1ccc(OC)c(C2SC(C)C(=O)N2CCN2CCN(C(=O)Nc3ccc(C(F)(F)F)cc3)CC2)c1 (centres undefined)
→ -5.4, 18.4, -9.6
> CC(C)(C)c1cc2nc(-c3ccccc3)cc(C(=O)N3CCN(c4ccccc4F)CC3)n2n1
→ -6.8, 9.6, -7.6
> Cc1nc(C)c(C(=O)N(C)C2CCCN(C3Cc4ccccc4C3)C2)s1 (centres undefined)
→ ·, 1.0, -5.9
> CCC(C)Sc1nc(-c2ccccc2)cc(=O)[nH]1 (centres undefined)
→ -6.6, 0.9, -5.5
> COc1ccc(Cl)c2sc(N(Cc3cccnc3)C(=O)Cc3ccccc3)nc12
→ ·, 14.2, -4.8
> Cc1cc(C(=O)N2CCC3(CCCO3)CC2)c2c(=O)[nH]c(=O)n(C)c2n1
→ ·, 4.6, -8.1
> COCCN1C(=O)N(Cc2cccnc2)C(=O)C12CCN(Cc1ccc(OC)c(OC)c1)CC2
→ -6.4, 15.5, -9.9
> O=C(NC1CCOC1=O)c1ccc(SC(F)(F)F)cc1 (centres undefined)
→ -4.7, 0.4, -2.4
> CC(C)=CCN1C(=O)c2cnc(C)nc2C[C@@H]1c1ccco1
→ ·, 14.8, -3.2
> O=C(NCc1ccc(Oc2ccccc2)cc1)c1sc2ccccc2c1Cl
→ -3.4, 0.7, -0.4
> COc1ccccc1NC(=O)CSc1nc2c(-c3ccccc3)c[nH]c2c(=O)n1C
→ -9.2, 0.6, -4.1
> NC(=O)C1CCCN1S(=O)(=O)c1ccc(C2CCCCC2)cc1 (centres undefined)
→ -6.9, 12.0, -6.1
> CCn1nc(C(C)(C)C)cc1C(=O)N1CCCC(C(=O)N(CC#N)Cc2ccccc2)C1 (centres undefined)
→ ·, 8.4, -11.2
> COc1nc(-c2ccc(Cl)c(Cl)c2)n(-c2ccc(NC(=O)c3ccc(F)cc3)cc2)n1
→ -2.2, -1.9, 0.2
> CCSc1nc(NC(C)C)c2cnn(CCNC(=O)Cc3cccs3)c2n1
→ -7.4, -2.2, 3.3
> CC(C)(Oc1ccc2c(c1)CCCC2=O)C(=O)N1CCC(C(=O)N2CCOCC2)CC1
→ ·, 2.9, -10.5
> CC1CCN(c2ccc(NC(=O)COCc3ccccc3)cc2C(=O)NCCc2ccccc2)CC1
→ -5.5, -3.0, -8.3
> COC(=O)c1ccc(Cn2c(C)c(C(=O)NCc3ccc(C#N)cc3)sc2=O)o1
→ ·, 4.5, -6.2
> CCn1nc(C(=O)N2CCCC(O)(CO)C2)cc1C (centres undefined)
→ ·, 7.1, -5.0
> CCOC(=O)N1CCN(C(=O)c2cc(NC(=O)CC)cc3nc(Cc4ccccc4)n(C)c23)CC1
→ -9.3, 17.9, -8.6
> Cc1cc(C)n2nc(CC(=O)NC3CCN(Cc4ccccc4)C3)nc2n1 (centres undefined)
→ ·, 2.3, 0.8
> CCCN1N=C(C)Cn2c1nc1c2c(=O)n(Cc2ccc(C)cc2)c(=O)n1C
→ -8.5, -0.4, -9.0
> O=C(CC1(O)C(=O)Nc2ccc(Br)cc21)c1cccnc1 (centres undefined)
→ ·, 2.1, -3.4
